Screening results (PubChem)
ERAP1 HTS inh – inhibitors of human ERAP1 aminopeptidase; Q9NZ08; recombinant ERAP1, Leu-AMC fluorescence, 60 min; inhibition, % at 10.7 µM; 0.15% of 340,000 active;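 active = mean replicate inhibition of at least 30%, or all replicates individually reaching that 30% level; inactive = mean below 30% and not every replicate reaching it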;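 note: 0% = neutral control wells and 100% = L-leucinethiol positive control wells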
RAD54 branch – blocks human RAD54 Holliday junction branch migration | 0.14% of 360,000 active | Q92698 | FAM/BHQ fluorescence | inhibition, % at 10.4 µM;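 active = mean normalized replicate activity at least 40 and at least half of replicates scoring 40 or more; inconclusive = only one of the two criteria met; inactive = mean below 40 and under half of replicates reaching 40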;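 note: 0% = median of neutral control wells and 100% = median of positive control wells; inhibitors cause a drop in the FAM fluorescence signal; in these data hits start at about 50%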
esBAF inh – blocks esBAF chromatin remodeling in mouse ES cells. Bmi1-luciferase knock-in reporter, 24 h; 100% = twice the neutral-well signal. reporter increase, % at 12.5 µM. 2% of 350,000 active. AID 602393; in the data active = activation above about 40%; inconclusive = no clear call, values can overlap the other calls;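 note: 0% = median of the plate's neutral control wells and 100% = double that signal; a rise in the Bmi1 reporter signal indicates esBAF inhibition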
CFTR F508del cor – CFTR F508del correction in bronchial cells. CFBE cells, YFP halide quenching; stimulated with forskolin plus potentiator P3; % fluorescence drop versus neutral controls. 0.36% of 350,000 active. activity (quench increase), % at 7.58 µM;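 active = mean added fluorescence quench of at least 8% versus neutral control, with both replicates also reaching 8%; inconclusive = only one of the mean or replicate conditions met; inactive = mean below 8% and not both replicates reaching 8%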;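 note: cells transiently co-express mutant CFTR-F508del with the halide-sensitive YFP; corrector assay measuring rescue of mutant channel to the surface after 24 h compound exposure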
XiGFP reactiv – X-chromosome reactivation activator. 0.055% of 360,000 active. activation, % at 7.58 µM. XiGFP mouse fibroblasts, % GFP-positive cells imaging, 3 d; cells co-treated with 5-aza-dC sensitizer; scaled so ellipticine positive control = 100%;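 active = mean normalized replicate activation at least 10% and every replicate at or above 10%; inconclusive = only one of the two criteria met; inactive = mean below 10% and not all replicates reach 10%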;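 note: 0% = median of on-plate neutral control wells and 100% = ellipticine 6 µM median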
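assay system = SV40-immortalized XiGFP fibroblast cells, line 68-5-11 | buffer or medium = DMEM plus 5-aza-dC sensitizer | doses = single-point pinned compound dosing | times = 3-day compound exposure, then 15 min fixation at room temperature | benchmarks = positive control ellipticine, 6 µM final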
RAD52 anneal inh – blocks human RAD52 DNA annealing; P43351; recombinant RAD52 DNA annealing, FRET fluorescence; inhibition, % at 18.7 µM; 0.46% of 360,000 active;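 active = every replicate showing at least 50% inhibition; inconclusive = mean inhibition at least 50% but not in every replicate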
Target sequence (P43351 whole entry, looked up): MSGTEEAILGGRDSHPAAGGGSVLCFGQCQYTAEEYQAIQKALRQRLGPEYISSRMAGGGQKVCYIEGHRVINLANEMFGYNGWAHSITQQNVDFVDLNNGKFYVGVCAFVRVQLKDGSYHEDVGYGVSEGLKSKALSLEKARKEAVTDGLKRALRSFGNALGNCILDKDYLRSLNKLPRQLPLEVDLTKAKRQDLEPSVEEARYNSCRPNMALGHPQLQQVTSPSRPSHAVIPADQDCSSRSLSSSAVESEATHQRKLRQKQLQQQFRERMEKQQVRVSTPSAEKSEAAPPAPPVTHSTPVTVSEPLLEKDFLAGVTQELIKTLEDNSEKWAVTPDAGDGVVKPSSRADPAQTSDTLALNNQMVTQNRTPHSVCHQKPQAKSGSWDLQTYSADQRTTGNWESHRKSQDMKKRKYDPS
GSIS activator – primary screen for activators of insulin secretion dependent on glucose, INS-1E cells, GLuc reporter luminescence | INS-1E GLuc reporter insulin secretion, 2-3 h | activation, % at 16.6 µM | 0.61% of 370,000 active | AID 743287;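 active = lowest replicate activation of at least 40%, so every replicate reaches that level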;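 note: 0% = median of neutral control wells and 100% = median of IBMX positive control wells; some compounds called inactive have numbers as strong as hits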
ARNT TACC3 PPI – ARNT/TACC3 interaction disruption; AID 623870; inhibition, % at 9.99 µM; Q9Y6A5; 0.66% of 390,000 active; AlphaScreen His-ARNT PAS-B/GST-TACC3 binding, luminescence; TACC3 fragment carries E629A point mutation;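 active = mean inhibition of replicates at least 50% and at least half of replicates each reaching 50%; inconclusive = half or more replicates reach 50% but mean below 50%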;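 note: 0% = complete ARNT plus TACC3 wells and 100% = ARNT alone without TACC3; many hits fall short of the cut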
Active calls of the source: *; ? = inconclusive; nt = not tested or not shown.

SMILES | ERAP1 HTS inh | RAD54 branch | esBAF inh | CFTR F508del cor | XiGFP reactiv | RAD52 anneal inh | GSIS activator | ARNT TACC3 PPI
Cc1cc(=O)n2nc(N3CCCC(C(=O)NC4CCCCC4C)C3)sc2n1 (centres undefined) | -5 | -5 | 0 | 2.1 | 0.0 | -4 | 5 | -13
Cc1ccc(S(=O)(=O)N(C)C[C@@H]2Oc3ccc(NC(=O)NC4CCCCC4)cc3C(=O)N([C@@H](C)CO)C[C@H]2C)cc1 | -1 | -2 | 6 | 0.6 | -0.1 | -1 | 16 | -6
COc1ccc2c(c1)[C@H]1[C@H](CO2)[C@H](c2ccccc2)[C@@]2(C)C(=O)N[C@H](C)C(=O)N12 | 6 | 4 | 0 | -1.9 | 0.0 | -4 | 7 | -2
COCCCNS(=O)(=O)c1ccc(C)cc1 | 8 | nt | nt | -1.3 | 0.0 | -10 | 17 | 2
CC(=O)c1ccc(NC(=S)NNC(=O)c2ccncc2)cc1 | 3 | nt | nt | nt | 0.0 | 2 | 3 | 1
CN1C[C@@H]2[C@@H]3C(=O)N(Cc4ccccc4)C(=O)[C@@H]3[C@](Cc3ccccc3)(C1=O)N2C(=O)c1ccc(C(C)(C)C)cc1 | 0 | -8 | -42 | -1.1 | 0.0 | -27 | nt | 6
CCOC(=O)C1CCCN(C(c2ccccn2)c2c(C)[nH]c3ccccc23)C1 (centres undefined) | 2 | nt | nt | -2.7 | 0.2 | -17 | -37 | -5
NNc1nc2c(-c3ccc(F)cc3)nnn2c2ccccc12 | 4 | -4 | 33 | -2.0 | ? | -129 | 12 | 23
O=C(COC(=O)Cc1ccc(Br)cc1)Nc1c(F)c(F)c(F)c(F)c1F | 0 | 2 | -8 | 1.0 | 0.0 | 0 | -14 | nt
Cn1c(SCc2ccccc2)nnc1-c1c[nH]c2ccccc12 | 0 | 7 | 81* | 2.3 | 0.1 | -13 | -24 | 0
CN(C)CC(=O)Nc1ccc2c(c1)[C@H]1C[C@@H](CC(=O)NCc3ccccc3F)O[C@@H](CO)[C@H]1O2 | nt | 6 | -3 | -0.8 | -0.1 | nt | -5 | 0
C[C@@H]1CN([C@H](C)CO)C(=O)c2cc(-c3ccccc3)cnc2O[C@@H]1CN(C)C(=O)C1CCCCC1 | 2 | 4 | 0 | 0.3 | -0.8 | 5 | 17 | -4

Compounds listed so far containing an NH in an aromatic ring, in the order listed:
SMILES | ERAP1 HTS inh | RAD54 branch | esBAF inh | CFTR F508del cor | XiGFP reactiv | RAD52 anneal inh | GSIS activator | ARNT TACC3 PPI
CCOC(=O)C1CCCN(C(c2ccccn2)c2c(C)[nH]c3ccccc23)C1 (centres undefined) | 2 | nt | nt | -2.7 | 0.2 | -17 | -37 | -5
Cn1c(SCc2ccccc2)nnc1-c1c[nH]c2ccccc12 | 0 | 7 | 81* | 2.3 | 0.1 | -13 | -24 | 0

Next section
SMILES | ERAP1 HTS inh | RAD54 branch | esBAF inh | CFTR F508del cor | XiGFP reactiv | RAD52 anneal inh | GSIS activator | ARNT TACC3 PPI
Cc1cccc(C)c1OCC(=O)Nc1ccc2c(c1)OCCO2 | -2 | -2 | 43* | -1.4 | -0.2 | 13 | 9 | -27
COc1ccccc1OCC(=O)N1CCN(C(=O)COc2ccccc2OC)CC1 | 0 | 0 | -2 | 0.8 | 0.0 | -5 | 0 | 0
Cc1ccc(N(C(=O)c2csnn2)C(C(=O)NC2CCCCC2)c2ccco2)cc1 (centres undefined) | -1 | -1 | 5 | -0.1 | 0.0 | -19 | -19 | -1
CC(C)NC(=O)Nc1ccc2c(c1)CC(=O)N([C@@H](C)CO)C[C@@H](C)[C@H](CN(C)C(=O)Nc1ccc(F)cc1)O2 | nt | -1 | -6 | -1.9 | 0.2 | 21 | 6 | nt
CC(C)c1ccc(Nc2ncc3c(n2)CCN(C(=O)NC2CCCCC2)C3)cc1 | 2 | 8 | 29 | -0.8 | -0.1 | -20 | nt | nt
C[C@@H]1CN([C@@H](C)CO)S(=O)(=O)c2ccc(C#C[C@@H](C)O)cc2O[C@H]1CN(C)Cc1ccccn1 | 0 | -7 | 8 | 0.7 | -1.1 | -2 | 17 | -4
Cc1cccc(C(=O)Oc2ccc(/C=N/NC(=O)Cc3ccc([N+](=O)[O-])cc3)cc2)c1 | nt | -3 | 8 | nt | -0.1 | nt | 22 | -1
CNc1ncnc2c1ncn2[C@H]1CN(Cc2ccccc2)C[C@@H](CO)O1 | -5 | -6 | 1 | 1.6 | 0.0 | 0 | nt | nt
O=C1NC2(CCCCC2)C(=O)N1CCS(=O)(=O)Oc1ccccc1 | nt | -21 | 3 | nt | nt | nt | 7 | -4
C[C@@H]1CN([C@H](C)CO)C(=O)c2cccc(NC(=O)Nc3ccc(C(F)(F)F)cc3)c2O[C@@H]1CN(C)C(=O)Nc1ccc(F)cc1 | -7 | nt | nt | 0.2 | -1.1 | 17 | -21 | nt
Nc1[nH]c(C(=O)c2ccccc2)c(-c2ccccc2Cl)c1C(=O)c1ccccc1 | -1 | nt | nt | 2.0 | 0.6 | -31 | -20 | nt
CCC1C(=O)CC(c2ccc([N+](=O)[O-])cc2)NC1c1ccc([N+](=O)[O-])cc1 (centres undefined) | 7 | nt | nt | 2.9 | 0.2 | -16 | 3 | 5
O=C1CC(N2CCN(c3ccccc3)CC2)C(=O)N1c1ccc2c(c1)OCO2 (centres undefined) | -4 | nt | nt | 5.0 | 0.0 | -16 | -2 | 0
CNC(=O)C[C@@H]1CC[C@@H]2[C@H](COc3ccc(NC(=O)c4cc(C)on4)cc3C(=O)N2C)O1 | nt | -8 | -3 | 0.3 | 0.1 | nt | 0 | 3
CC(=O)N1CCN(Cc2nc3cc(NC(=O)c4cccs4)ccc3n2C)CC1 | -2 | 0 | -5 | -1.0 | 0.1 | -7 | 33 | -5
CCN(CCCNC(=O)CC(C(=O)N1CCc2ccccc21)n1ccnc1)c1ccccc1 (centres undefined) | nt | -12 | -2 | nt | nt | nt | -31 | 15
Cc1noc(C)c1CSCC(=O)N(C)CC(=O)Nc1cccc(F)c1 | -7 | -3 | nt | -1.0 | -0.1 | -8 | nt | 1
CCc1ccc(-c2nc(CSCC(=O)NC3CC3)c(C)o2)cc1 | -1 | -7 | -80 | -0.8 | 0.1 | -8 | -10 | -8
COc1ccc(-c2noc(CCCC(=O)NC3CCCC3)n2)cc1 | -4 | 0 | -34 | -0.8 | 0.0 | 2 | -16 | 6
C=CC[C@@H](Cc1ccc(F)cc1)C(=O)OC[C@@H]1CCCN1C(=O)[C@@H](CC=C)CC(=O)N[C@@H](CO)Cc1ccccc1 | 3 | -4 | -7 | -1.8 | 0.1 | -8 | 5 | -9
S=C(NCCC(c1ccccc1)c1ccccc1)Nc1ccc(Cl)cc1 | nt | 8 | -3 | nt | nt | nt | -30 | 1
COc1cccc(Cn2c3ccc(NC(=O)CCc4ccc(F)cc4)cc3c(=O)n2C)c1 | -4 | 12 | -4 | 2.3 | 0.5 | -4 | -1 | nt
Cc1ccc(C)c(NC(=S)N(C)C)c1 | 5 | -6 | -3 | 0.0 | 0.1 | -3 | 5 | 2
COc1cccc(OCc2cc(C(=O)N(C)C3CCCCC3)no2)c1 | 2 | 12 | 80* | 0.0 | 0.0 | -8 | -19 | nt
COc1ccc(CNc2cccnc2)c(OC)c1OC | -4 | 0 | -3 | -0.1 | 0.1 | -10 | 10 | 3
Cc1ccc2nc(NC(=O)CSCC(=O)OCC(=O)c3ccccc3)sc2c1 | nt | -10 | -39 | nt | 0.0 | nt | 14 | 6
O=C(NCc1ccc(F)cc1)[C@H]1[C@H](CO)[C@H]2Cn3c(ccc(C4=CCCCC4)c3=O)[C@@H]1N2 | 0 | -16 | -5 | nt | 0.6 | 12 | 8 | -4
O=[N+]([O-])c1ccc(NCCCO)c(S(=O)(=O)N2CCOCC2)c1 | 3 | nt | nt | 1.8 | 0.0 | -18 | -11 | -9
C[C@@H]1CN([C@@H](C)CO)C(=O)c2cc(NC(=O)CCCCCC(=O)Nc3ccccc3N)ccc2O[C@@H]1CN(C)C(=O)NC1CCCCC1 | 4 | -35 | 6 | 2.3 | -0.5 | 12 | -1 | -8
Cc1ccsc1/C=N/NC(=O)Cc1ccc([N+](=O)[O-])cc1 | nt | nt | nt | 0.9 | -0.1 | -10 | -10 | -1
O=C(CN1CCOCC1)N1CC(=O)N2[C@H](CO)[C@@H](c3ccc(-c4cccc(F)c4)cc3)[C@@H]2C1 | 0 | nt | nt | -5.4 | 0.0 | -2 | -1 | nt
COc1ccc(C(=O)N/C(=C\c2cccc3ccccc23)C(=O)N2CCN(C)CC2)cc1 | 3 | 32 | -3 | 4.4 | 0.1 | 28 | -10 | 6
O=C(c1ccc(F)cc1)N1CC(=O)N2[C@H](CO)[C@@H](c3ccc(C#Cc4ccc(F)cc4)cc3)[C@H]2C1 | 0 | nt | nt | 2.1 | 0.0 | -42 | -5 | nt
COc1ccc(S(=O)(=O)N(C)C[C@@H]2Oc3ccc(NS(=O)(=O)c4ccccc4)cc3CC(=O)N([C@@H](C)CO)C[C@@H]2C)cc1 | -2 | -1 | 2 | -2.2 | 0.6 | 3 | 15 | -4
COc1ccccc1Oc1ccnc2cc(Cl)ccc12 | -4 | 5 | 7 | 0.3 | 0.1 | -1 | 7 | -19
Cc1nn(Cc2c(Cl)cccc2Cl)c(Cl)c1/C=N/NC(=O)c1cccnc1 | 4 | nt | nt | 1.1 | 0.0 | -11 | nt | -36

Reprinted from the part before: three compounds, then new ones.
SMILES | ERAP1 HTS inh | RAD54 branch | esBAF inh | CFTR F508del cor | XiGFP reactiv | RAD52 anneal inh | GSIS activator | ARNT TACC3 PPI
COc1ccc(S(=O)(=O)N(C)C[C@@H]2Oc3ccc(NS(=O)(=O)c4ccccc4)cc3CC(=O)N([C@@H](C)CO)C[C@@H]2C)cc1 | -2 | -1 | 2 | -2.2 | 0.6 | 3 | 15 | -4
COc1ccccc1Oc1ccnc2cc(Cl)ccc12 | -4 | 5 | 7 | 0.3 | 0.1 | -1 | 7 | -19
Cc1nn(Cc2c(Cl)cccc2Cl)c(Cl)c1/C=N/NC(=O)c1cccnc1 | 4 | nt | nt | 1.1 | 0.0 | -11 | nt | -36
CCCC(=O)C1=C(N2CCCC2)CC(C)(C)C(C(=O)OC)C1=O (centres undefined) | 1 | nt | nt | nt | 0.1 | -2 | 1 | -3
CCC(Oc1ccc(C)cc1)C(=O)Nc1ccc(S(=O)(=O)Nc2nccs2)cc1 (centres undefined) | -4 | -9 | 5 | 0.7 | 0.3 | -10 | 11 | 2
c1ccc(C[C@H]2CN=C(Nc3ccccc3)N2CC2CCCCC2)cc1 | 1 | 3 | -3 | 0.1 | 0.0 | 1 | nt | 2
Cc1ccc(C(=O)NCCN2CCC(n3c(=O)[nH]c4ccccc43)CC2)cc1 | -7 | nt | nt | 0.5 | -0.1 | 0 | 14 | nt
COc1ccc(NC(=O)CSc2nnc(NC(=O)c3ccco3)s2)cc1 | nt | -6 | 28 | 4.0 | 1.1 | -12 | 2 | 1
CN(C1=NS(=O)(=O)c2ccccc21)c1ccc(OC(=O)c2ccncc2)cc1 | 1 | nt | nt | -0.2 | 0.1 | -8 | nt | -2
COC(=O)[C@]12CCCCC=C1N(Cc1ccc3c(c1)OCO3)C(=O)[C@H](CC(=O)NCc1cccc3ccccc13)C2 | -1 | nt | nt | -2.6 | 0.9 | -19 | nt | nt
Cc1cc(C(=O)CN2C(=O)NC3(CCCCC3)C2=O)c(C)n1-c1ccc2c(c1)OCO2 | 0 | nt | nt | -0.3 | 0.0 | -17 | -4 | 0

No enrichment for hits; any-hit rate near 3.3%.
